Assay outcomes from PubChem BioAssay.
S100A4 MyoIIA – blocks human S100A4 binding to myosin IIA peptide. P26447. S100A4/TAMRA-MyoIIA peptide fluorescence polarization. inhibition, % at 10.7 µM. 360,000 compounds, 0.14% hits. AID 652163;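 active = mean inhibition of at least 70% across replicates, with every replicate also reaching that level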
Target sequence (P26447 whole entry, looked up): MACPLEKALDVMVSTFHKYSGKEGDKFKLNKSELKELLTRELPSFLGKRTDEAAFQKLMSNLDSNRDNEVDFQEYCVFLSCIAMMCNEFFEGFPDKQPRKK
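System – human S100A4 monomer protein, biochemical binding assay · Buffer or medium – Calcium-containing HEPES buffer, pH 7.2 · Timing – 5 min between mix addition and reading · Also added – TAMRA-labelled myosin IIA heavy-chain peptide probe, 5 nM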
CASP6 VEID inh – caspase-6 (human) enzyme inhibition; purified caspase-6, Z-VEID-R110 cleavage fluorescence; inhibition, % at 12.5 µM; 350,000 compounds, 0.53% hits; P55212;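 active = mean inhibition across replicates at least about 35%, with every replicate also reaching that limit, limit read from the data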;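 note: 0% = median of neutral control wells and 100% = no fluorescence left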
Target sequence (P55212 24-179 limits assumed): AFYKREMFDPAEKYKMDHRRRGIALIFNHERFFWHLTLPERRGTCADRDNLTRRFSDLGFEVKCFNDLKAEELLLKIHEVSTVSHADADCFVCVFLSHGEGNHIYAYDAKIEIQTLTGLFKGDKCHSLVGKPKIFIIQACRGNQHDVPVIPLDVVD
Target sequence (P55212 194-293 limits assumed): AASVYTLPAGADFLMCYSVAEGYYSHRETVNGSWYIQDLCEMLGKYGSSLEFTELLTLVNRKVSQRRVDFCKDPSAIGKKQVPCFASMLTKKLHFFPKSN
esBAF inh – blocks esBAF chromatin remodeling in mouse ES cells | Bmi1-luciferase knock-in reporter, 24 h; 100% = twice the neutral-well signal | reporter increase, % at 12.5 µM | 350,000 compounds, 2% hits; in the data active = activation above about 40%;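 note: 0% = median of the plate's neutral control wells and 100% = double that signal; a rise in the Bmi1 reporter signal indicates esBAF inhibition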
Statin myotox sup – protects C2C12 myotubes from simvastatin toxicity; ATP luminescence, 48 h; scaled: DMSO 0, geranylgeraniol control 100; rescue of ATP level, % at 7.49 µM; 330,000 compounds, 0.78% hits; AID 602340;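 active = mean ATP rescue above about 67%, or every replicate alone reaching that limit, limit read from the data, passing the limit was not always enough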;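 note: myotubes were challenged with 10 µM simvastatin during compound exposure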
LGR2 inh – inhibitors of bursicon-induced Drosophila LGR2 receptor cAMP signaling; HEK293 LGR2, CRE-luciferase, bursicon-stimulated, 4 h; 380,000 compounds, 0.35% hits; inhibition, % at 9.99 µM;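 active = drop in luminescence signal, shown as inhibition above about 50% in the replicate tests, limit read from the data, passing the limit was not always enough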;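 note: agonist challenge used bursicon conditioned medium at about half maximal strength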
FN deposit inh – fibronectin deposition inhibition; AH1F fibroblasts, Alexa488-fibronectin deposition fluorescence, overnight; inhibition, % at 12.6 µM; 350,000 compounds, 0.086% hits; AID 743247;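 active = mean inhibition across replicates of 30% or more, regardless of how many single replicates reach that level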;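 note: positive control wells lacked labelled fibronectin entirely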
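Material: AH1F fibroblast monolayer depositing Alexa488-labelled fibronectin into matrix / Amount: 10000 AH1F cells per well / Signal: fluorescence 485/525 nm / Medium: DMEM, 2% serum / Compound: single dose, pinned / Incubation: 1 h cell adhesion before compound, then overnight fibronectin incubation / Reagent: Alexa488-FN, 24 nM final / Read-out: inhibition of fibronectin deposition signal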
SIRT5 block – blocks human SIRT5 desuccinylation of peptide. Purified SirT5, succinyl-peptide AMC, trypsin-coupled fluorescence. inhibition, % at 15 µM. 330,000 compounds, 1.1% hits. AID 652115; in the data active = inhibition above about 15%
Target sequence (Q9NXA8 whole entry, looked up): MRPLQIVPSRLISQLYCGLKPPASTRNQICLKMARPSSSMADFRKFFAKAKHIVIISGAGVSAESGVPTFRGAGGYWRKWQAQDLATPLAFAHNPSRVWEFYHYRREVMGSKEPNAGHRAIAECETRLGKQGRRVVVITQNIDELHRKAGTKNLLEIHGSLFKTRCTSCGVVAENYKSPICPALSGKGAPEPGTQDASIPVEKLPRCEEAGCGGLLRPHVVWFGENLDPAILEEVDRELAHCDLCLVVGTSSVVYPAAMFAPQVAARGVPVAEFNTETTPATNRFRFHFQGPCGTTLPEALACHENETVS
Starred values were filed as active, the others as inactive; / = no result given.

1. O=C(C[C@@H]1CC[C@H](NC(=O)Nc2ccc(C(F)(F)F)cc2)[C@@H](CO)O1)NCc1ccccn1
2. CN1CCN(C(=O)C[C@H]2CC[C@@H]3[C@H](COC[C@H](O)CN3C(=O)Cc3ccccc3)O2)CC1
3. COc1cc2c(cc1OC)N1C(=O)CC(OCC(=O)O)C3C4CC5(CCN5C(=O)C4=O)C2C31 (stereo not given)
4. O=C(CNC(=O)c1cccc(F)c1)N/N=C/C=C/c1ccccc1
5. C[C@@H]1CN([C@@H](C)CO)C(=O)c2cc(NC(=O)Cc3cn(C)c4ccccc34)ccc2O[C@@H]1CN(C)CC1CC1
assay / entry	1	2	3	4	5
S100A4 MyoIIA	4	-3	4	0	2
CASP6 VEID inh	-4	-10	2	1	-1
esBAF inh	3	2	/	/	2
Statin myotox sup	2	-8	/	/	36
LGR2 inh	5	8	1	28	7
FN deposit inh	/	3	-8	3	8
SIRT5 block	0	-2	-3	0	2

6. COc1ccc(CN(C)C[C@@H]2OCCCC[C@@H](C)Oc3ccc(NC(=O)Nc4c(C)noc4C)cc3C(=O)N([C@H](C)CO)C[C@H]2C)cc1
7. O=S(=O)(c1cccc(Br)c1)N1CCN(c2ccnc3cc(Cl)ccc23)CC1
8. COc1ccc(C(=O)NCCNc2nc3cc(C)cc(C)c3cc2C#N)nc1
9. C[C@H](NC(=O)C[C@@H]1CC[C@H]2[C@@H](COC[C@H](O)CN2Cc2cc(F)ccc2F)O1)c1ccccc1
10. C[C@H](CO)N1C[C@H](C)[C@@H](CN(C)S(C)(=O)=O)Oc2ccc(NS(=O)(=O)c3cccs3)cc2CC1=O
assay / entry	6	7	8	9	10
S100A4 MyoIIA	1	3	1	1	7
CASP6 VEID inh	0	-2	1	0	-1
esBAF inh	7	2	/	1	0
Statin myotox sup	/	-15	/	14	2
LGR2 inh	11	-15	-22	0	-4
FN deposit inh	/	12	8	-3	/
SIRT5 block	-3	-1	0	-2	-3

11. C[C@H]1CN([C@@H](C)CO)S(=O)(=O)c2ccc(C#CC(C)(C)O)cc2O[C@@H]1CN(C)Cc1ccncc1
12. CC(C)C#Cc1ccc2c(c1)O[C@@H](CN(C)C(=O)C1CCCCC1)[C@H](C)CN([C@@H](C)CO)S2(=O)=O
13. O=C(OCC(=O)N1CCN(c2ccccc2)CC1)c1ccccc1[N+](=O)[O-]
14. CCN(CC)c1ccc(/C=N/NC(=O)c2cccc(S(=O)(=O)Nc3ccccc3OC)c2)cc1
15. C[C@@H]1CN([C@H](C)CO)C(=O)c2cc(C#CCc3ccccc3)cnc2O[C@H]1CN(C)CC1CCOCC1
assay / entry	11	12	13	14	15
S100A4 MyoIIA	3	/	5	-57	-2
CASP6 VEID inh	4	/	0	-1	-6
esBAF inh	6	5	-8	/	-5
Statin myotox sup	-32	-33	-4	/	-3
LGR2 inh	3	25	-67	8	-8
FN deposit inh	-5	/	0	-19	/
SIRT5 block	0	/	-1	13	2

16. Cc1noc(C)c1NC(=O)Nc1ccc2c(c1)CC(=O)N([C@@H](C)CO)C[C@@H](C)[C@H](CN(C)C(=O)Nc1c(C)noc1C)O2
17. Cc1cccc(Oc2ccccc2N)c1
18. COc1ccc2c3c(n(C)c2c1)[C@@H](CO)N(C(=O)c1cnccn1)CC31CN(C(=O)c2cnccn2)C1
19. COc1ccc(NC(=O)NNC(=O)COc2ccc3ccccc3c2)cc1
20. CC(C)NC(=O)Nc1cccc2c1O[C@@H](CN(C)CC1CC1)[C@H](C)CN([C@@H](C)CO)C2=O
assay / entry	16	17	18	19	20
S100A4 MyoIIA	7	7	2	-3	-3
CASP6 VEID inh	/	8	1	-2	0
esBAF inh	-1	/	/	-10	-2
Statin myotox sup	-38	/	/	10	1
LGR2 inh	-2	7	7	13	-5
FN deposit inh	/	/	/	-2	/
SIRT5 block	-4	-4	-3	1	-3

21. CCOC(=O)c1ccc2[nH]c3c(c2c1)CCCC3NC=O (stereo not given)
22. CCOC(=O)c1ccc(NC(=O)C2CC(=O)N=C(N)S2)cc1 (stereo not given)
23. COc1ccc(S(=O)(=O)N[C@@H]2CC[C@@H](CCn3cc(C(C)C)nn3)O[C@H]2CO)cc1
24. C[C@H](CO)N1C[C@H](C)[C@H](CN(C)C(=O)Nc2ccc(C(F)(F)F)cc2)OCCCC[C@H](C)Oc2ccc(NC(=O)Nc3ccc(C(F)(F)F)cc3)cc2C1=O
25. O=c1[nH]c(/C=C/c2ccccc2OC(F)F)nc2c1cnn2-c1ccccc1
assay / entry	21	22	23	24	25
S100A4 MyoIIA	0	1	-4	/	7
CASP6 VEID inh	-4	-2	0	/	0
esBAF inh	26	0	-4	-6	/
Statin myotox sup	6	0	-2	/	/
LGR2 inh	-68	-33	-2	-6	0
FN deposit inh	3	0	5	-6	-1
SIRT5 block	-1	1	1	/	-7

26. CCOc1cccc(N(C(=O)c2ccco2)C(C(=O)NC2CCCC2)c2cccnc2)c1 (stereo not given)
27. O=C(NC1=NCCS1)C12CC3CC(CC(C3)C1)C2
28. O=S(=O)(c1ccccc1F)N1CCCCN2[C@H](CO)[C@@H](c3ccc(-c4cccnc4)cc3)[C@@H]2C1
29. CC(C)NC(=O)NNc1c(Cl)cncc1Cl
30. O=C(CSc1nnnn1C1CCCCC1)NCc1cccs1
assay / entry	26	27	28	29	30
S100A4 MyoIIA	3	1	-6	3	4
CASP6 VEID inh	0	0	0	0	-1
esBAF inh	-4	9	/	/	/
Statin myotox sup	-1	-1	/	/	/
LGR2 inh	-1	-3	-12	-5	-19
FN deposit inh	5	-9	/	1	-14
SIRT5 block	-2	-1	1	-4	-3

31. COc1cc(OC)c(CN2CCc3c([nH]c4ccccc34)C2)cc1Br
32. C[C@H](CO)N1C[C@H](C)[C@@H](CN(C)CC2CCCCC2)Oc2ccc(NS(=O)(=O)c3cccs3)cc2C1=O
33. CCCCCn1c(C(Cc2ccccc2)NC(=O)COC)nc2ccccc21 (stereo not given)
34. COc1ccc(CN2C[C@@H](CO)O[C@@H](n3cnc4c(N5CCN(c6ccccc6)CC5)ncnc43)C2)cc1
35. CCCCN(CC)S(=O)(=O)c1ccc(C(=O)Nc2nnc(-c3ccccc3Cl)o2)cc1
assay / entry	31	32	33	34	35
S100A4 MyoIIA	5	4	11	-2	-1
CASP6 VEID inh	-3	-2	-1	-3	-1
esBAF inh	0	-3	10	-19	/
Statin myotox sup	-8	-9	-11	3	/
LGR2 inh	11	-7	23	/	17
FN deposit inh	4	/	-2	0	/
SIRT5 block	-5	6	-7	-2	-8

36. CO[C@@H]1CN(C)C(=O)c2ccc(NC(=O)NC3CCCCC3)cc2OC[C@@H](C)N(C(=O)NC2CCCCC2)C[C@H]1C
37. O=C(NCCc1cccs1)c1ccc(Cl)cc1
38. COc1ccc(-c2ccc(OC)cc2C(=O)O)cc1
39. COc1cccc(C(=O)NCC2(c3ccccc3)CCCC2)c1
40. CCC(=O)N(C)C[C@@H]1Oc2cc(C#CC3CCCCC3)ccc2S(=O)(=O)N([C@@H](C)CO)C[C@H]1C
assay / entry	36	37	38	39	40
S100A4 MyoIIA	-2	-6	/	-6	-6
CASP6 VEID inh	/	0	/	-3	4
esBAF inh	4	/	-4	3	-1
Statin myotox sup	-9	/	1	18	-86
LGR2 inh	4	10	/	4	3
FN deposit inh	-5	-4	4	0	5
SIRT5 block	9	/	/	2	7

41. CCN1C(=O)[C@H]2[C@@H](c3ccc(OC)cc3)N[C@]3(CCCN(CCC(C)C)C3=O)[C@H]2C1=O
42. CCOC(=O)C1CCN(S(=O)(=O)CCNC(=O)c2cccc(OC)c2)CC1
43. CN1C(=O)c2cc(NS(=O)(=O)c3ccc(F)cc3)ccc2OC[C@H]2O[C@@H](CC(=O)Nc3cccc4ccccc34)CC[C@@H]21
44. CC(C)(C)N1C(=O)c2ccccc2NC(=O)C1C(=O)Nc1ccc(N2CCOCC2)cc1 (stereo not given)
45. CSCCC(NC(=O)/C(=C\c1ccco1)NC(=O)c1ccco1)C(=O)O (stereo not given)
assay / entry	41	42	43	44	45
S100A4 MyoIIA	-2	15	-3	-9	1
CASP6 VEID inh	4	-1	2	3	2
esBAF inh	-5	2	8	/	-8
Statin myotox sup	-9	-5	11	/	17
LGR2 inh	-5	-6	-9	7	1
FN deposit inh	8	-6	6	/	-7
SIRT5 block	-5	1	1	-7	-1

Some of these compounds in order of their number in SIRT5 block, largest number first:
nr | canonical_smiles | S100A4 MyoIIA | CASP6 VEID inh | esBAF inh | LGR2 inh | SIRT5 block
14 | CCN(CC)c1ccc(/C=N/NC(=O)c2cccc(S(=O)(=O)Nc3ccccc3OC)c2)cc1 | -57 | -1 | / | 8 | 13
5 | C[C@@H]1CN([C@@H](C)CO)C(=O)c2cc(NC(=O)Cc3cn(C)c4ccccc34)ccc2O[C@@H]1CN(C)CC1CC1 | 2 | -1 | 2 | 7 | 2
41 | CCN1C(=O)[C@H]2[C@@H](c3ccc(OC)cc3)N[C@]3(CCCN(CCC(C)C)C3=O)[C@H]2C1=O | -2 | 4 | -5 | -5 | -5
33 | CCCCCn1c(C(Cc2ccccc2)NC(=O)COC)nc2ccccc21 (stereo not given) | 11 | -1 | 10 | 23 | -7

(listing goes on)
46. Cc1cc2c(cc1S(=O)(=O)C(C)CC(=O)NCc1ccco1)OCC(=O)N2 (stereo not given)
47. COc1ccc(-c2csc(C(C#N)=C(O)CSc3nccn3C)n2)cc1OC
48. O=C(NCc1n[nH]c(=S)n1-c1ccc(Br)cc1)c1ccc(S(=O)(=O)N2CCCCC2)cc1
49. CN(C)CC(=O)N1CCCCN2[C@H](CO)[C@H](c3ccc(-c4ccccc4)cc3)[C@@H]2C1
50. COc1ccc2c3c([nH]c2c1)[C@@H](CO)NCC31CN(S(=O)(=O)c2cccs2)C1
assay / entry	46	47	48	49	50
S100A4 MyoIIA	4	-25	4	-9	7
CASP6 VEID inh	7	7	4	1	/
esBAF inh	-3	-7	2	-4	/
Statin myotox sup	8	1	6	2	/
LGR2 inh	0	-32	-6	2	0
FN deposit inh	6	-8	-8	/	2
SIRT5 block	-4	15	2	1	4

51. Cc1ccccc1-c1ccc([C@H]2[C@@H](CO)N3CCCCN(C(=O)Nc4cccc(F)c4)C[C@@H]23)cc1
52. CCNC(=O)CC1C(=O)N(CC)C(=S)N1NC(=O)c1cccnc1 (stereo not given)
53. CCOC(=O)c1c(N)sc(C(O)(C(F)(F)F)C(F)(F)F)c1-c1ccccc1
54. CCOc1ncccc1C(=O)OCC(=O)c1ccc(F)cc1
55. O=c1[nH]c(O)c(/C=C2\C=Nc3ccc(Br)cc32)[nH]1
assay / entry	51	52	53	54	55
S100A4 MyoIIA	-2	-3	/	-1	1
CASP6 VEID inh	-4	-2	/	3	0
esBAF inh	-1	-4	-3	/	-1
Statin myotox sup	15	13	-6	/	-4
LGR2 inh	-4	11	/	-12	-32
FN deposit inh	/	/	9	-2	-8
SIRT5 block	4	0	/	0	0

56. CCOc1cc(-c2nnn(CC(=O)N3CCCCC3)n2)ccc1OC
57. O=C(c1cccnc1)N1C[C@H]2[C@@H](c3ccccc31)[C@@H](CO)N2C(=O)C1CCOCC1
58. C[C@H](CO)N1C[C@H](C)[C@@H](CN(C)Cc2ccncc2)Oc2ccc(NC(=O)Nc3ccc4c(c3)OCO4)cc2CC1=O
59. CCOc1ccccc1NC(=O)COC(=O)C1CCC1
assay / entry	56	57	58	59
S100A4 MyoIIA	0	1	7	-1
CASP6 VEID inh	2	-3	0	9
esBAF inh	-1	2	-4	-11
Statin myotox sup	-11	4	-9	-8
LGR2 inh	4	0	5	11
FN deposit inh	3	/	/	7
SIRT5 block	1	4	-5	2

This is a subset. The share of hits here may be higher or lower than overall.
